All columns: NCI-60 one-dose screen, growth in % after 48 h at 10 µM unless noted; 100 = growth as untreated, 0 = no growth, -100 = all killed.
UO-31 – UO-31 renal cancer; AID 1794768; 81,000 tested, 5.2% active
CAKI-1 – CAKI-1 renal cancer; 75,000 tested, 4.7% active; AID 1794772
RXF 393 – RXF 393 renal cancer cells. 77,000 tested, 6.9% active
SN12C – SN12C renal cancer cells | AID 1794767 | 81,000 tested, 3.8% active
ACHN – ACHN renal cancer | 81,000 tested, 4.9% active | AID 1794771
PC-3 – PC-3 prostate cancer cells | 80,000 tested, 3.9% active
A498 – A498 renal cancer cells; 76,000 tested, 5.4% active; AID 1794774
786-0 – 786-0 renal cancer cells. 81,000 tested, 5.1% active. AID 1794775
TK-10 – TK-10 renal cancer cells | 81,000 tested, 3.9% active | AID 1794769
An asterisk follows results filed as active; / = not tested or not shown; & = joins results of further samples; [ ] = another dose, or the depositor's remark. How the source made its calls: active means growth percent below 10; inactive means the rest.

SMILES	UO-31	CAKI-1	RXF 393	SN12C	ACHN	PC-3	A498	786-0	TK-10
COc1cc2c(cc1OC)CN(CCCCOc1cc(O)c3c(=O)cc(-c4ccccc4)oc3c1)CC2	51	57	30	/	67	63	127	24	117
O=C(Nc1ccccc1)C1CN(Cc2ccco2)CCS1 (configuration not stated)	82	91	100	87	96	93	68	97	98
O=C(Cn1cc(C2CCCCC2)nn1)Nc1nc2ccccc2s1	76	98	120	105	109	98	110	105	109
C[C@@H](C[C@H](CCOCc1cccnc1)c1ccccc1)c1cc2ccccc2o1	76	78	93	95	93	76	101	94	95
CCn1c(N/N=C\c2ccc(OC)cc2)nc2c1c(=O)n(C)c(=O)n2C	106	98	118	103	113	104	90	94	99
Cc1cccc(N=NC(=S)NNc2cccc(C)c2)c1	82	94	115	102	92	102	87	111	136
CC(C)=NOCCC#N	76	105	106	100	109	104	127	99	100
Nc1nc2ccccc2c2c(=O)c3ccc(Cl)cc3sc12	96	89	111	91	84	90	100	99	130
CC(C)NC1CCC(Nc2ccnc3cc(Cl)ccc23)CC1 (configuration not stated)	69	121	49	102	97	79	89	90	87
CCCS(=O)(=O)Oc1ccc(C(=O)CC2(O)C(=O)Nc3ccccc32)cc1 (configuration not stated)	66	87	104	99	93	81	93	105	146
CC(=O)c1cc2c(cc1O)OC1=C(c3cc4cc(C(C)=O)c(O)cc4o3)CCC(c3cc4cc(C(C)=O)c(O)cc4o3)(c3cc4cc(C(C)=O)c(O)cc4o3)C12 (configuration not stated)	68	102	117	90	96	103	174	103	149
COC(=O)Cc1csc2ccccc12	89	93	117	100	101	86	99	104	92
Cc1ccc2c(N)c(C(=O)Nc3ccc(-c4ccccc4)cc3)sc2n1	56	59	30	65	60	69	114	69	75
COC(=O)C(C)CSCc1ccccc1 (configuration not stated)	97	100	105	95	103	96	79	99	99
CCOC(=O)C1=C(CSC(=S)N2CCN(c3ccccc3)CC2)N(C)C(=O)NC1c1ccccc1 (configuration not stated)	63	86	75	94	90	60	/	90	92
COc1ccc2[nH]c(=O)c3c(c2c1)OC(N)=C(C#N)C31C(=O)c2cccc3cccc1c23 (configuration not stated)	79	94	107	102	97	97	108	99	99
COC(=O)c1nnn(-c2ccc(Cl)cc2Cl)c1N	/	74	88	73	79	79	94	89	131
O=C(NCc1ccc(Cl)cc1)c1c(O)c(=O)n(-c2ccccc2[N+](=O)[O-])[nH]c1=O	64	91	89	98	99	97	86	90	106
CC1=CC(=O)Nc2ncccc2O1	85	93	102	101	107	102	79	99	106
COc1ccc(Cn2cc(C#N)c(N)c2C(C)=O)cc1	96	94	102	90	103	105	84	111	100
C=C(CBr)[C@@H]1CC[C@]2(COC(C)=O)CC[C@]3(C)[C@H](CC[C@@H]4[C@@]5(C)CC[C@H](OC(C)=O)C(C)(C)[C@@H]5CC[C@]43C)[C@@H]12	95	72	109	98	102	83	110	97	115
COc1ccnc(CS(=O)c2nc3ccc(OC(F)F)cc3[nH]2)c1OC (configuration not stated)	98	116	94	100	94	104	98	95	136
CC1(O)CCC2CC3OC3(C)CCC3OC3(C)CCC1C2(C)C (configuration not stated)	/	100	/	104	102	170	/	100	109
Cc1ccc2sc3c(NCc4ccccc4)nc4ccccc4c3c(=O)c2c1	84	83	107	94	95	107	78	95	103
O=C(CCSCCC(=O)N/N=C/c1ccccc1)N/N=C\c1ccccc1	71	97	111	110	95	87	106	108	102
CC(C)Sc1nc(NC2CC2)c(C#N)c(-c2ccc(F)cc2)n1	69	73	/	75	47	94	103	36	100
Cc1cc(C)c(/C=C(\C#N)c2nc3ccccc3n2C)[nH]1	72	82	91	106	95	81	103	108	121
COc1ccc2sc(-n3nc4nc5n(c(=O)c4c3N)-c3ccccc3Sc3ccccc3-5)nc2c1	32	58	94	77	72	49	117	91	102
Cc1cc(-c2ccc(N=Nc3c(S(=O)(=O)O)cc4cc(S(=O)(=O)O)cc(N)c4c3O)c(C)c2)ccc1N=Nc1cc(S(=O)(=O)O)c2ccccc2c1O	73	79	107	98	95	97	96	104	102
CCCCCCCCN(CCCCCCCC)C(=N)c1ccnc2ccccc12	-89*	-86*	-88*	-58*	-89*	-89*	-96*	-100*	-16*
CC1CN(CCCO)C(C)CN1CCCO (configuration not stated)	86	97	109	99	108	106	100	99	103
COc1ccc(C(=O)n2nc(-c3ccncc3)nc2N)cc1	87	/	89	96	89	99	85	96	101
COc1ccc(C(=O)Nn2c(N)cc3cc(Br)ccc3c2=O)cc1	86	95	105	101	106	105	125	104	97
Nc1ccccc1C(=O)Nc1ccccc1	88	77	109	74	66	88	103	85	115
C(=C\c1ccccc1)/CSc1ncnc2nc[nH]c12	86	93	82	92	103	81	63	85	91
CC1(C)Oc2cc3oc(=O)ccc3cc2C[C@@H]1OCCN1CCN(c2cccc(F)c2)CC1	72	83	97	91	95	80	91	90	32
O=C(O)CC(CC(=O)c1ccccc1)c1ccccc1 (configuration not stated)	95	114	111	110	102	91	103	91	112
COc1ccc(-c2cc3ccccc3c3nnnn23)cc1	78	89	65	115	94	92	98	111	200
COc1ccc(C2=C(C#N)[C@@]3(C(=O)Nc4ccccc43)c3c(-c4ccccc4)nn(-c4ccccc4)c3N2)cc1	70	/	81	92	94	49	106	90	113
COc1cc2oc(-c3cccc(NC(=O)Nc4ccc(Br)cc4)c3)cc(=O)c2c(OC)c1OC	27	39	/	49	37	29	57	97	38
O=C(O)c1cc(N2CCCC2)ccn1	86	90	109	106	103	102	97	98	113
CCNc1cccc(C)c1	66	100	112	116	105	/	79	99	132
COc1cc2c(cc1O)C(=O)CCCC2	90	73	105	111	97	88	116	95	110
O=S(=O)(O)SCCN1CCOCC1	92	103	100	104	98	102	97	106	116
Cc1cc(C)c(N)c(Br)c1	88&92	75&91	103&116	101&110	95&106	92&102	89&134	94&102	112&108
OCCCOc1ccccc1	83	94	123	103	103	91	93	94	100
Cc1csc(/N=C(N)/N=C(\N)c2cnccn2)n1	94	96	106	116	110	99	108	102	124
Cc1cc(C)c2c(n1)sc1c(NCc3ccccc3)ncnc12	89	110	99	96	95	85	82	112	107
CCCCOC(=O)c1ccccc1C(=O)OC(C)C(=O)OCCCC (configuration not stated)	96	100	98	105	108	94	101	105	105
Nc1ccccc1-c1cc2c(c3c1[nH]c1ccccc13)CCCC2	69	93	91	87	94	89	94	91	94
N#Cc1cnn(C(=O)c2ccccc2Br)c1NC(=O)c1ccc(Cl)cc1	92	92	106	112	105	108	119	95	105
CN1CCN(c2ccc(Nc3nc(NCCCNS(=O)(=O)c4cccc(F)c4)c4sccc4n3)cc2)CC1	54	18	-71*	67	7.7*	63	68	-24*	92
CN(Cc1ccccc1)c1nc(Cl)c(C2CC(c3ccc(Cl)cc3)=Cc3[nH][nH]c(=O)c32)s1 (configuration not stated)	69	86	/	89	94	80	111	89	99
COc1ccc(C2CC(c3ccc(Cl)cc3)=NN2c2ccc(Cl)cc2)cc1 (configuration not stated)	90	102	105	103	109	94	81	90	67
C#CCOc1ccc(CNC(=O)/C=C/C=C/c2ccc3c(c2)OCO3)cc1OC	94	77	112	97	102	105	80	95	86
CCOc1cc(CNc2ccc(N3CCOCC3)c(C(=O)O)c2)ccc1OC	98	102	99	94	108	99	/	112	95
Cc1cc(N2CCN(C(C(=O)O)c3ccc(F)cc3)CC2)n(-c2ccccc2)n1 (configuration not stated)	87	87	106	100	106	106	/	96	100
Cc1ccc(NC(=O)CC2Sc3ccccc3NC2=O)cc1C (configuration not stated)	70	91	100	98	92	77	114	109	132
COc1ccc(C(=O)/C=C/C23c4ccccc4C(c4ccccc42)C2C(=O)NC(=O)C23)cc1 (configuration not stated)	73	91	96	87	95	102	/	103	114
O=C(N=Nc1c(O)[nH]c2ccc([N+](=O)[O-])cc12)c1ccc2nc(-c3ccc(Cl)cc3)[nH]c2c1	72	96	95	78	106	83	147	101	116

Among those listed so far, eight contain an NH in an aromatic ring.
SMILES	UO-31	CAKI-1	RXF 393	SN12C	ACHN	PC-3	A498	786-0	TK-10
COc1ccc2[nH]c(=O)c3c(c2c1)OC(N)=C(C#N)C31C(=O)c2cccc3cccc1c23 (configuration not stated)	79	94	107	102	97	97	108	99	99
O=C(NCc1ccc(Cl)cc1)c1c(O)c(=O)n(-c2ccccc2[N+](=O)[O-])[nH]c1=O	64	91	89	98	99	97	86	90	106
COc1ccnc(CS(=O)c2nc3ccc(OC(F)F)cc3[nH]2)c1OC (configuration not stated)	98	116	94	100	94	104	98	95	136
Cc1cc(C)c(/C=C(\C#N)c2nc3ccccc3n2C)[nH]1	72	82	91	106	95	81	103	108	121
C(=C\c1ccccc1)/CSc1ncnc2nc[nH]c12	86	93	82	92	103	81	63	85	91
Nc1ccccc1-c1cc2c(c3c1[nH]c1ccccc13)CCCC2	69	93	91	87	94	89	94	91	94
CN(Cc1ccccc1)c1nc(Cl)c(C2CC(c3ccc(Cl)cc3)=Cc3[nH][nH]c(=O)c32)s1 (configuration not stated)	69	86	/	89	94	80	111	89	99
O=C(N=Nc1c(O)[nH]c2ccc([N+](=O)[O-])cc12)c1ccc2nc(-c3ccc(Cl)cc3)[nH]c2c1	72	96	95	78	106	83	147	101	116

Next section
SMILES	UO-31	CAKI-1	RXF 393	SN12C	ACHN	PC-3	A498	786-0	TK-10
Cc1cc(C)n(Nc2nc3ccccc3[nH]c2=O)c(=O)c1C#N	79	90	98	90	94	95	/	97	111
O=C1OC(c2ccc(Cl)cc2)(c2ccc(Cl)cc2)c2ccccc21	121	85	105	96	110	85	94	112	100
CCCCc1ccc(S(=O)(=O)Nc2sc3c(c2C(N)=O)CCC(=O)C3)cc1	87	93	107	97	105	102	96	100	99
Cc1nn(C)c(Cl)c1[N+](=O)[O-]	91	123	120	85	105	112	105	101	111
COc1ccc(C2=Nc3c(N)nc(N)nc3NC(c3ccc4c(c3)OCO4)C2)cc1 (configuration not stated)	59	67	99	90	91	89	104	87	89
NC(=S)N/N=C1\CCCC(C(F)(F)F)C1 (configuration not stated)	65	88	123	85	92	70	128	99	112
Cc1ccc2ccc3ccccc3c2c1	87	104	/	107	103	98	111	105	/
Cn1c(=O)c2c(c3ccccc31)Oc1ncn3nc(-c4ccco4)nc3c1C2c1ccc(Cl)cc1 (configuration not stated)	78	92	100	102	106	95	103	/	114
CCS(=O)(=O)Oc1ccc(NC(=O)C2CCCCC2)cc1	93	102	97	107	103	100	106	98	102
c1ccc(N=NN2CCOCC2)cc1	80	98	113	106	99	99	99	104	121
COc1ccc(C2=NN(c3ccccc3)C(c3sc(N(C)Cc4ccccc4)nc3Cl)C2)cc1 (configuration not stated)	81	79	109	100	104	89	98	92	114
CN(C)c1c(-c2ccccc2)cc(-c2ccccc2)[nH]c1=O	80	46	59	91	107	/	101	80	101
Cn1c(=O)c2c(nc(OC3CCCCCC3)n2C)n(C)c1=O	55	90	114	92	100	87	80	111	107
COc1ccc(-n2nc3c(c(C#N)c2=O)CC(c2ccoc2)C([N+](=O)[O-])=C3O)cc1 (configuration not stated)	64	86	107	93	92	101	87	93	131
COc1cc2c(Nc3ccc(-c4ccc(N)cc4)cc3)ncnc2c(OC)c1OC	23	3.9*	103	62	32	47	43	48	/

In the list so far, these contain a thiophene ring, fused or not:
SMILES	UO-31	CAKI-1	RXF 393	SN12C	ACHN	PC-3	A498	786-0	TK-10
COC(=O)Cc1csc2ccccc12	89	93	117	100	101	86	99	104	92
Cc1ccc2c(N)c(C(=O)Nc3ccc(-c4ccccc4)cc3)sc2n1	56	59	30	65	60	69	114	69	75
Cc1cc(C)c2c(n1)sc1c(NCc3ccccc3)ncnc12	89	110	99	96	95	85	82	112	107
CN1CCN(c2ccc(Nc3nc(NCCCNS(=O)(=O)c4cccc(F)c4)c4sccc4n3)cc2)CC1	54	18	-71*	67	7.7*	63	68	-24*	92
CCCCc1ccc(S(=O)(=O)Nc2sc3c(c2C(N)=O)CCC(=O)C3)cc1	87	93	107	97	105	102	96	100	99

(list continues)
SMILES	UO-31	CAKI-1	RXF 393	SN12C	ACHN	PC-3	A498	786-0	TK-10
COc1nc2c(c(=O)n1C)CN(Cc1ccccc1)C=N2	77	98	109	116	106	/	131	103	/
CCOC(=O)c1c2c(n3ccc(NC(=O)CCN4CCCCC4)cc13)C(=O)c1ncccc1C2=O	10	17	41	30	-53*	47	58	19	54
COc1cc(Br)c(-c2nc(-c3ccccc3)c(-c3ccccc3)n2Cc2ccccc2)cc1OC	30	/	72	67	/	30	74	68	62
COc1ccc(S(=O)(=O)N/N=C/C(=O)OCOC(=O)C(C)(C)C)cc1	95[100 µM]	104[100 µM]	113[100 µM]	110[100 µM]	114[100 µM]	92[100 µM]	104[100 µM]	94[100 µM]	101[100 µM]
C#Cc1ccc(-n2c(/C=C/c3ccc(F)cc3)nc3ncccc3c2=O)cc1	68	97	112	99	103	85	100	110	138
Cc1cc(NC(=O)Nc2ccc(N=Nc3cc(S(=O)(=O)O)c4cccc(S(=O)(=O)O)c4c3)c(C)c2)ccc1N=Nc1cc(S(=O)(=O)O)c2cccc(S(=O)(=O)O)c2c1	84	/	115	103	104	95	104	100	90
NN=C(c1ccc(Cl)cc1)c1ccc(Cl)cc1	82	/	109	105	101	101	96	104	110
COc1cc(NC(=O)[C@@H]2[C@H]3C=C[C@]4(CN(CCc5c[nH]c6ccccc56)C(=O)[C@@H]24)O3)cc(OC)c1	53[50 µM]	82[50 µM]	99[50 µM]	92[50 µM]	84[50 µM]	63[50 µM]	79[50 µM]	77[50 µM]	117[50 µM]
CCn1c(Sc2nnc(NC(=O)CCCl)s2)nc2c1c(=O)n(C)c(=O)n2C	47	71	78	82	73	94	/	92	50
C=CCC1CCCC/C1=C(\C#N)c1ccccc1 (configuration not stated)	84	98	97	86	104	96	99	96	110
Cc1nc2ccccc2nc1SCc1nnc(Nc2ccc(Cl)cc2)s1	71	97	94	94	101	/	84	106	147
Cc1c(C(=O)NNC(=O)c2ccc(Cl)cc2)nnn1-c1ccc(F)cc1	74	90	110	92	102	95	101	94	90

High-throughput results as filed in PubChem.
